# Nrf2 inh: Nrf2 pathway inhibition | A549 ARE-Fluc reporter, luciferase luminescence, 18-24 h | Potency, µM (top dose mostly 46 µM), for the others: at the top dose activity change, negative = inhibition, most hits filed as inhibitors | 360,000 compounds, 2.1% hits | AID 504444; also: % is scaled to controls: 0 for no effect and ±100 for the full control effect; nearly all actives have a fitted effect of over 60% in size
#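 Quantitative HTS in A549 cells stably bearing an antioxidant response element-firefly luciferase construct. Inhibition of Nrf2-driven transcription was scored by luminescence after 18-24 h of compound exposure at 37 °C.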
# ATXN viability: viability counter-screen for ATXN expression inhibitors. S2 cells (HEK-293 line with an ATXN2-luciferase reporter) viability, CellTiter-Fluor protease fluorescence, 24 h. Potency, µM (series often up to 56.7 µM), actives largely listed as cytotoxic. 400,000 compounds, 0.49% hits; also: nearly all actives have a fitted effect of over 40% in size
# MCF10A rereplic: inducers of DNA re-replication in MCF 10A breast cells; MCF 10A DNA re-replication, Hoechst nuclear intensity, 48 h; Potency, µM (series often up to 46.1 µM), without a hit: at the highest dose activity, positive = re-replication, usual class: activators; 350,000 compounds, 2.9% hits; AID 624296; also: % of control where 0% means no effect; nearly all actives have a fitted effect of over 50% in size
# HepG2 tox: counter-screen for TGF-b inhibitors: cytotoxicity in HepG2 cells | HepG2 CAGA-GFP viability, ATP luminescence, 18 h | 410,000 compounds, 0.76% hits | Potency, µM (series often up to 46.1 µM), without a hit: top-dose activity change, negative = cytotoxicity, actives largely listed as cytotoxic | AID 588856; also: some results filed as inactive show a strong effect at the top dose
#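 HepG2 CAGA-GFP cells (1000/well, DMEM with 1% FBS) received compound, then TGF-beta at 500 pg/mL final, and were incubated 18 hours at 37 degrees C. Viability was read by CellTiter-Glo luminescence. Media-only wells were set as complete cell-killing and DMSO as no toxicity.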
# ATXN2 expr inh: inhibitors of ATXN2 expression. HEK-293 ATXN2-luciferase reporter, luminescence, 24 h. Potency, µM (doses to about 57 µM), without a hit: at the top dose activity change, negative = inhibition, hits mostly inhibitors. 360,000 compounds, 0.72% hits; also: % is scaled to controls: 0 for no effect and ±100 for the full control effect; nearly all actives have a fitted effect of over 55% in size
#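 ATXN2-luciferase reporter cells (luciferase flanked by upstream and downstream ATXN2 gene portions) were treated 24 h at 37 °C with compounds at up to 57 uM. SteadyGlo luminescence gave expression; GF-AFC fluorescence gave viability.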
# Nrf2 ARE act: activates Nrf2 signaling. AREc32 ARE-luciferase reporter (MCF7-derived line), luminescence, 24 h. Potency, µM (top dose mostly 46.1 µM), without a hit: top-dose activation, actives largely listed as activators. 410,000 compounds, 0.31% hits. AID 624171; also: % of control where 0% means no effect; nearly all actives have a fitted effect of over 65% in size
#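 ARE activation measured as luciferase luminescence (Steady-Glo, 30 min RT) in AREc32_Fluc cells after 24 hr compound exposure at 37 deg C, 5% CO2; cells seeded overnight at 1000/well in OPTI-MEM, 5% FBS.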
# TGFb inhibitor: inhibitors of TGF-b signaling. HepG2 CAGA-GFP TGF-b/SMAD3 reporter, GFP fluorescence, 18 h; TGF-beta stimulated, 500 pg/mL final. 410,000 compounds, 1.2% hits. AID 588855. Potency, µM (series often up to 46.1 µM), inactives show at the highest dose activity, negative = inhibition, hits mostly inhibitors; also: % is scaled to controls: 0 for no effect and ±100 for the full control effect; nearly all actives have a fitted effect of over 65% in size
#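 Inhibition was scored as loss of TGF-beta-induced (500 pg/mL final, 18 hours, 37 degrees C) GFP in HEPG2 cells carrying a CAGA-GFP reporter, in DMEM with 1% FBS. Well GFP was summed per cell; Activity was normalised to unstimulated and stimulated DMSO wells, then concentration-response fitting.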
# EPAC2 antag: antagonists of human EPAC2. Potency, µM (highest dose often 114 µM), without a hit: at the top dose activity, negative = inhibition, actives largely listed as inhibitors. EPAC2 GEF exchange of Rap1B-BODIPY-GDP, fluorescence. 360,000 compounds, 0.18% hits; also: % is scaled to controls: 0 for no effect and ±100 for the full control effect; nearly all actives have a fitted effect of over 45% in size; many of its hits are not listed in these tables
# Target sequence (Q8WZA2 whole entry, looked up): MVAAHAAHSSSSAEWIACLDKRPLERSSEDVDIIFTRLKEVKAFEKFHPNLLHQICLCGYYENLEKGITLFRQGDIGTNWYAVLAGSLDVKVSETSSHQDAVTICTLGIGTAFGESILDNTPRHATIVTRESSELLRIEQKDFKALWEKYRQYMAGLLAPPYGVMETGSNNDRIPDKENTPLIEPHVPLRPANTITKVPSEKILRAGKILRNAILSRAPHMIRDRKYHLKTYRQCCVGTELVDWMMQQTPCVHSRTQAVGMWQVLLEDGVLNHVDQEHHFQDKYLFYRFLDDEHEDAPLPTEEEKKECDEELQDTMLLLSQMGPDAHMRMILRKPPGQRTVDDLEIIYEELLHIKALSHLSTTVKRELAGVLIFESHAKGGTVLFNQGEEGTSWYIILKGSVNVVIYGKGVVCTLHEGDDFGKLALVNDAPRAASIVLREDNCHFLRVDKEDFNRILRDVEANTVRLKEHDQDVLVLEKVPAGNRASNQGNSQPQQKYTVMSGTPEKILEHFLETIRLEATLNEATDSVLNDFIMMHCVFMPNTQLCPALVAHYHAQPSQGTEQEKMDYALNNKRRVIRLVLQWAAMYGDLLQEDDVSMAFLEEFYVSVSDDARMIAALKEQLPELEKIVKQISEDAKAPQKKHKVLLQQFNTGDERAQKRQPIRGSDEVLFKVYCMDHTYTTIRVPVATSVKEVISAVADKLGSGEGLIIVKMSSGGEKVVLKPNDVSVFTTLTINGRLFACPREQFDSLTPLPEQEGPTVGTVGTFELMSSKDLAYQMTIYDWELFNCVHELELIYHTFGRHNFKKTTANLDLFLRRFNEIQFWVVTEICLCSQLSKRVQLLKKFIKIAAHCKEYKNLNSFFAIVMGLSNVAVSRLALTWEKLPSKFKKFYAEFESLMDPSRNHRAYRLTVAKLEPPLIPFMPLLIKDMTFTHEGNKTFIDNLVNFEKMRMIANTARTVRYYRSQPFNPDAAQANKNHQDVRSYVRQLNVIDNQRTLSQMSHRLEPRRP
# A549 viability: counter-screen for Nrf2 inhibitors: cytotoxicity in A549 cells. Potency, µM (top dose mostly 46 µM), inactives show top-dose activity change, negative = cytotoxicity, most hits filed as inhibitors. 390,000 compounds, 0.16% hits. A549 ARE-Fluc cells, CellTiter-Fluor viability, 18-24 h; also: % is scaled to controls: 0 for no effect and ±100 for the full control effect
#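 A549 ARE_Fluc cells in 5% FBS OPTI-MEM were exposed to compounds in concentration-response for 18-24 h at 37 deg C. Viability was read by CellTiter-Fluor fluorescence (Ex 405/Em 525) after 30 min, before the luciferase read.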
# * = called active by the depositor; i = inactive; ? = inconclusive; nt = not tested or not shown; & = joins results of further samples; [ ] = another dose, or the depositor's remark. Calls follow the shape of the dose curve; as a rule, active = well fitted curve in the direction sought with a large enough effect; inconclusive = small, poorly fitted or top-dose-only effect, or another doubt; inactive = no such curve, though single readings can be large; an effect the other way counts as inactive or inconclusive. Potency is read from the fitted curve at half-maximal effect. An excerpt. The share of hits here may be higher or lower than overall.
SMILES,Nrf2 inh,ATXN viability,MCF10A rereplic,HepG2 tox,ATXN2 expr inh,Nrf2 ARE act,TGFb inhibitor,EPAC2 antag,A549 viability
CC(=O)c1ccc(NC(=S)NCCc2ccc(S(N)(=O)=O)cc2)cc1,?,i,4%,3%,32%,5.0%,-1%,3%,3%
Cc1ccc(NC(=O)Cn2nc(-c3ccccc3Cl)ccc2=O)c(Br)c1,4%,i,0%,5%,5%,-0.3%,2%,7%,-1%
CC1CCCN(Cc2nc(Cc3ccccc3Cl)no2)C1 (configuration not stated),?,i,6%,9%,28%,4.4%,-11%,-18%,2%
CCOc1ccccc1N1CC(C(=O)Nc2ccc3c(c2)OCCO3)CC1=O (configuration not stated),3%,i,-2%,-23%,16%,0.6%,10%,0%,4%
COC(OC)c1ccnc(-c2ccc(OC(C)=O)cc2)n1,?,i,6%,-10%,25%,2.1%,-4%,-6%,1%
Cc1ccc(NC(=O)CSc2nnc(-c3cc4occc4n3C)n2-c2ccccc2C)cc1F,?,nt,nt,-13%,nt,-0.5%,-21%,nt,-7%
O=C(CCNC(=O)c1ccc(Br)cc1)NCc1ccncc1,-2%,i,3%,0%,-5%,1.6%,-10%,-1%,-2%
O=C(NCc1n[nH]c(=S)n1-c1ccccc1)c1cccs1,-8%,i,-43%[inhibitor],-2%,-2%,0.3%,6%,-2%,-1%
COCCn1nnnc1C(c1cc2cccc(C)c2[nH]c1=O)N1CCN(c2ccccc2F)CC1 (configuration not stated),nt,i,4%,9%,5%,-0.5%,9%,6%,0%
Cc1cc(C(=O)CCl)c(C)n1CCc1ccccc1,1%,?,-8%,7.9µM*,-33%[11.3 µM],?,?,-29%,1%
Cc1cccc(NC(=O)Nc2nnc([C@H]3C[C@H](O)[C@@H](CO)O3)s2)c1,nt,i,nt,-1%,12%,0.0%[9.22 µM],2%,13%,nt
Cc1ccccc1-n1c(C)nnc1SCc1cc(=O)oc2ccc3ccccc3c12,-18%,i,-6%,-8%,-9%,-0.6%,14%,-8%,7%
COc1ccccc1N1CCN(C(=O)c2cc(S(=O)(=O)N3CCC(C)CC3)cn2C)CC1,nt,i,nt,-32%,-15%,-1.1%,?,nt,-6%
Cc1cc(C)nc(NC(=S)Nc2cccc(Cl)c2Cl)c1,8%,?,?,-4%,-19%,3.7%,?,1%,-1%
O=C(CCCc1nc(-c2ccc(Cl)cc2)no1)NCc1ccco1,?,i,nt,-20%,-5%,0.6%,-19%,nt,-12%
O=C(COC(=O)c1ccc(O)cc1O)Nc1ncc(Cl)cc1Cl,11%,i,10%,3%,1%,0.4%,-10%,3%,-4%
O=C(COC(=O)CNC(=O)C1CCCCC1)NCc1ccc(Cl)cc1,-6%,i,0%,-37%,5%,2.0%,-11%,-9%,-5%
Cn1ccc2c(-c3ccc(C(F)(F)F)cc3)cc3c(c21)C1CCC3C1 (configuration not stated),nt,i,nt,-29%,12%,3.8%,?,2%,nt
CC(C)N1CCc2c(sc(NC(=O)c3ccc4ccccc4c3)c2C(N)=O)C1,3%,i,9.2µM*,11µM*,-23%,4.9%,7%,91%[activator],-9%
Cc1ccccc1Cn1c2ccccc2c2cnn(CC(=O)NCc3ccco3)c(=O)c21,9%,i,?,-11%,-3%,29%,-15%,0%,-3%
COc1ccc([N+](=O)[O-])cc1NC(=O)COC(=O)/C=C/c1ccco1,3%,i,0%,-3%,-3%,11µM*,-4%,4%,-4%
Cn1c(=O)c2c(ncn2CC(=O)OCC(=O)c2ccc(Cl)cc2)n(C)c1=O,-11%,i,17%,-7%,-5%,0.5%,-7%,-12%,3%
O=C(COC(=O)C1(c2ccccc2)CC1)NNC(=O)c1ccccc1F,8%,i,6%,0%,1%,-0.2%,-39%,-1%,-5%
COc1ccc(C2c3sc(=O)[nH]c3SC3C(=O)N(c4ccccc4)C(=O)C32)cc1 (configuration not stated),-8%,i,-7%,-29%,1%,4.0%,11%,5%,9%
COC(=O)c1cc(NS(=O)(=O)c2ccc3c(c2)CCC(=O)N3)cc(C(=O)OC)c1,-14%,i,-4%,-11%,10%,-0.2%,4%,-2%,14%

# Following part:
SMILES,Nrf2 inh,ATXN viability,MCF10A rereplic,HepG2 tox,ATXN2 expr inh,Nrf2 ARE act,TGFb inhibitor,EPAC2 antag,A549 viability
O=C(c1cc(C2CC2)nn1-c1ccccc1)N1CCN(Cc2c(F)cccc2Cl)CC1,-13%,i,13%,-26%,nt,5.3%,?,-4%,5%
O=C(NCc1ccc(Cl)cc1)c1cc(S(=O)(=O)N2CCCCC2)c[nH]1,?,?,-5%,4%&-15%,?,-0.8%&-0.6%,?,12%,-2%&12%
COc1ccc(N2C(=O)C(CN3CCCCC3)C2c2ccccc2)cc1 (configuration not stated),10%,i,?,-26%,-30%,0.3%,-19%,-2%,1%
COC(=O)c1c(NC(=O)CN2CCC3(O)CCCCC3C2c2ccc(OC)cc2OC)sc(C)c1C (configuration not stated),-15%,i,22%,-17%,-14%,6.5%,?,-2%,-10%
O=c1c([N+](=O)[O-])c(NCCN2CCCCCC2)c2ccccc2n1-c1ccccc1,6%,i,9%,-23%,-2%,-0.9%,?,-15%,-17%
CCOC(=O)c1cccc(NC(=O)CC(c2cc(OC)c(OC)c(OC)c2)N2Cc3ccccc3C2=O)c1 (configuration not stated),19%,i,nt,-19%,-3%,0.8%,0%,nt,14%
CCOC(=O)c1c(NC(=O)CC)sc2c1CCN(Cc1ccccc1)C2,0%,i,4%,-17%,-2%,3.4%,-8%,-10%,0%
Cc1cc(C)cc(C(=O)Nc2ccc3[nH]c(=O)[nH]c3c2)c1,-1%,i,-9%,6%,-5%,4.7%,-2%,20%,2%
C[C@H](CO)N1C[C@H](C)[C@H](CN(C)S(C)(=O)=O)Oc2c(cccc2N(C)C)C1=O,11%,i,-6%,2%,1%,-0.7%,?,1%,-11%
C=CCC[C@H](Cc1ccc(F)cc1)C(=O)OC[C@@H](C)NC(=O)[C@@H](CC=C)CC(=O)N[C@H](CO)Cc1ccccc1,21µM*,i,-3%,-26%,?,-0.3%,?,-8%,?
O=C(NCCS(=O)(=O)N1CCN(c2ccccc2)CC1)c1ccc(Br)o1,1%,i,0%,6%,3%,-0.8%,0%,1%,4%
CCOC(=O)c1sc2nc(C3CC3)cc(-c3ccc(F)cc3)c2c1N,-5%,nt,?,1%,-18%,-0.4%,9%,-2%,-2%
C=C1CCN(C(C(=O)OC)C(C)C)S(=O)(=O)c2ccccc21 (configuration not stated),-9%&-12%,i,-18%,-14%&1%,-6%,-0.4%,0%&-9%,13%,7%&7%
COc1ccc(Cl)cc1-c1nc(N)nc(N(C)C)n1,3%,i,-2%,8%,-8%,-0.6%,?,16%,0%
CC1(C)Cc2c(c(N3CCOCC3)nc3sc4c(NN)ncnc4c23)CS1,?,i,23µM*,-3%,?,-0.4%,?,-4%,-25%
Cc1ccc(NC(=O)Cn2nc(-c3ccc(F)cc3)c3cnc4ccc(C)cc4c32)cc1,?,i,nt,4%,9%,3.7%,30%[activator],nt,5%
COC(=O)C1CCN(C(=O)C2CCN(C(=O)[C@@H](NS(=O)(=O)c3ccc(C)cc3)C(C)C)CC2)CC1,8%,i,11%,-23%,-5%,-0.7%,-3%,-2%,2%
CCN1CCN(c2c(Cl)cccc2NC(=O)c2ccc([N+](=O)[O-])cc2)CC1,12%,?,-2%,-15%,nt,-0.8%,-22%,-7%,0%
CC(=O)c1ccc(N(C(=O)c2ccco2)C(C(=O)NC2CCCC2)c2ccc(N3CCOCC3)cc2)cc1 (configuration not stated),7%,i,?,-16%,2%,-0.1%,-2%,1%,-3%
COc1ccccc1C1NC(c2ccc3c(c2)OCO3)=CC(c2ccccc2O)N1 (configuration not stated),33%,nt,nt,-29%,nt,nt,?,nt,-4%
CCCCC(=O)N(C)c1c(CC)nc2c(OCC3CCCCC3)cccn12,nt,i,nt,-50%,?,-0.5%,?,-28%,nt
Cc1ccc(-n2c(SCC(=O)NC3CCS(=O)(=O)C3)nc3ccccc3c2=O)cc1 (configuration not stated),-2%,i,4%,3%,-2%,-0.5%,11%,4%,-11%
CCOC(=O)CC(NC(=O)Cn1nnc(-c2ccc(C(F)(F)F)cc2)n1)c1ccccc1Cl (configuration not stated),?,i,nt,-15%,-7%,-0.9%,4%,nt,-12%
CC(=O)Nc1ccc(S(=O)(=O)N(C)c2ccc(OCC(=O)OCC(=O)N3CCCCC3)cc2)cc1,-7%,i,2%,3%,-19%,-0.5%,9%,-2%,-3%
COc1ccc(N2C(=O)[C@@H]3[C@H](C2=O)[C@H]2c4ccccc4C=CN2[C@@H]3C(=O)Nc2ccccc2)cc1,6%,i,?,-1%,8%,5.0%,-24%,13%,-7%
Cc1ccc(Cn2c(C(=O)O)c(CNCc3ccc(OC(C)C)cc3)c3ccc(C)cc32)cc1,?,nt,nt,-106%,?,-2.1%,?,nt,?
Cc1c(C)c2cc(Cl)c(OCC(=O)N3CCN(c4ccc(F)cc4)CC3)cc2oc1=O,0%,i,1%,-11%,6%,-0.7%,15%,3%,-4%
Cc1cccc(CCn2c(=O)c3ccccc3n(CC(=O)Nc3ccccc3F)c2=O)c1,-7%,i,nt,2%,2%,-1.0%,-5%,nt,-4%
O=C(NCCc1csc2nc(-c3ccccc3F)nn12)C(=O)Nc1cc(F)ccc1F,nt,i,nt,-2%,2%,0.2%,-7%,nt,-1%

# 3 compounds picked at random from the list so far:
SMILES,Nrf2 inh,ATXN viability,MCF10A rereplic,HepG2 tox,ATXN2 expr inh,Nrf2 ARE act,TGFb inhibitor,EPAC2 antag,A549 viability
COC(=O)c1c(NC(=O)CN2CCC3(O)CCCCC3C2c2ccc(OC)cc2OC)sc(C)c1C (configuration not stated),-15%,i,22%,-17%,-14%,6.5%,?,-2%,-10%
C[C@H](CO)N1C[C@H](C)[C@H](CN(C)S(C)(=O)=O)Oc2c(cccc2N(C)C)C1=O,11%,i,-6%,2%,1%,-0.7%,?,1%,-11%
O=C(NCCc1csc2nc(-c3ccccc3F)nn12)C(=O)Nc1cc(F)ccc1F,nt,i,nt,-2%,2%,0.2%,-7%,nt,-1%

# Bioassay records: PubChem, National Center for Advancing Translational Sciences (NCATS)
